BLM helicase inh: qHTS Assay for Inhibitors of Bloom's syndrome helicase (BLM); RecQ-like DNA helicase BLM (Homo sapiens), P54132; recombinant BLM DNA unwinding, fluorescence dequenching; Potency, µM (series often up to 56.1 µM), without a hit: at the highest dose activity change, negative = inhibition, actives largely listed as inhibitors; 0.2% of 350,000 active;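 also: potency is read from the fitted curve at half-maximal effect; plate controls were vehicle for no effect and no enzyme for full effect; nearly all actives have a fitted effect of over 35% in size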
Pol iota inh: qHTS for Inhibitors of Polymerase Iota; Pol iota fluorescent replication assay, 10 min; Potency, µM (series often up to 115 µM), for the others: at the top dose activity, negative = inhibition, hits mostly inhibitors; 1% of 390,000 active; AID 588590, 2011; also: potency is read from the fitted curve at half-maximal effect
Target sequence (Q9UNA4 whole entry, looked up): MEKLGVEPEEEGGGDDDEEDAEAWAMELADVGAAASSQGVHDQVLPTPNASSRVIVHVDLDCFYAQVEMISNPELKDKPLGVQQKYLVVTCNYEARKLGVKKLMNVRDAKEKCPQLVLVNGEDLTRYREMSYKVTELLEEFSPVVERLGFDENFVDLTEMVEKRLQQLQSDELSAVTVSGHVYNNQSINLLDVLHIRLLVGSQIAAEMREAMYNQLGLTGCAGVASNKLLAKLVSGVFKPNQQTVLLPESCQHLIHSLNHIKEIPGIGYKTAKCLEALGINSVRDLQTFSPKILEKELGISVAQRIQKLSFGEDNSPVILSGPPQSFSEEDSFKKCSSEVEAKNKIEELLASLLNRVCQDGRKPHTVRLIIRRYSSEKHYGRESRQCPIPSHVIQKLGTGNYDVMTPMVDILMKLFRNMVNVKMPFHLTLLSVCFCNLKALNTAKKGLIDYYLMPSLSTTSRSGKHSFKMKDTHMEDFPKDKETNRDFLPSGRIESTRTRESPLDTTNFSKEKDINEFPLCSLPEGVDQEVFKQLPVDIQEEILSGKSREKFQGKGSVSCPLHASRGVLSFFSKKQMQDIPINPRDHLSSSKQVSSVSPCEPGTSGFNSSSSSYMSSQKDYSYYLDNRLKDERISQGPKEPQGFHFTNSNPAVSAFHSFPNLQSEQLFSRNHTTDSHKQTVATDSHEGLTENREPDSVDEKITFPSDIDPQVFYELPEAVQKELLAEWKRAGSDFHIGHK
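Pol iota at 10 nM preincubated 15 min with compounds at room temperature; reaction started with fluorescent substrate, 50 nM final. Fluorescence read kinetically at 0 and 10 min; buffer-only wells as negative control.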
Pol kappa inh: qHTS for Inhibitors of Polymerase Kappa | DNA polymerase kappa (Homo sapiens), Q9UBT6 | purified Pol kappa, fluorescent DNA synthesis assay, 10 min | Potency, µM (titrated, usually from 107 µM), for inactives: top-dose activity, negative = inhibition, hits mostly inhibitors | 0.53% of 400,000 active | AID 588579, 2011; also: potency is read from the fitted curve at half-maximal effect; % is scaled to controls: 0 for no effect and ±100 for the full control effect
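10 nM Pol kappa preincubated 15 min at room temperature with compounds, then reaction started with substrate at 50 nM final. Fluorescence read kinetically at 0 and 10 min; buffer-only wells served as negative control.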
APE1 inh: qHTS Assay for Inhibitors of the Human Apurinic/apyrimidinic Endonuclease 1 (APE1) | recombinant APE1, TAMRA/BHQ-2 abasic DNA cleavage fluorescence | Potency, µM (highest dose often 65.8 µM), for the others: at the top dose activity change, negative = inhibition, usual class: inhibitors | 0.35% of 350,000 active | AID 2517, 2012;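 also: potency is read from the fitted curve at half-maximal effect; plate controls were vehicle for no effect and reference inhibitor for full effect; nearly all actives have a fitted effect of over 55% in size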
Target sequence (P27695 whole entry, looked up): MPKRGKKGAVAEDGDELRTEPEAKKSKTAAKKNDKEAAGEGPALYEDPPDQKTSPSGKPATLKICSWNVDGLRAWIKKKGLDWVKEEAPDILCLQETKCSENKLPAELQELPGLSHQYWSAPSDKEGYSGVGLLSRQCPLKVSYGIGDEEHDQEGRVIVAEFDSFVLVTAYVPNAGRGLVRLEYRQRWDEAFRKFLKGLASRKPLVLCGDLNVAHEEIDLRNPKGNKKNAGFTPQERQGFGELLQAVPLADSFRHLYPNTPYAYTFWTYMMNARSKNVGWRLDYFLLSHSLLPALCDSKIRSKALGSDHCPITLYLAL
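Measures dequenching upon AP-site incision of a 5'-TAMRA/3'-BHQ-2 THF-containing duplex, 50 nM; human APE1 0.75 nM after 15 min room-temperature exposure to compound; kinetic three-point read at one-minute spacing.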
LDHA inh: qHTS assay for inhibitors of human lactate dehydrogenase; L-lactate dehydrogenase A chain (Homo sapiens), P00338; purified LDHA, NADH/diaphorase-resazurin fluorescence; stronger effect = lower value; activity change, % (values are at about 110 or 230 µM); 0.15% of 480,000 active; AID 1347041, 2019; in the data active = activity change below about -30%; inconclusive = mostly about -25% to -30%;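 also: plate controls were DMSO wells for no effect and wells without enzyme for full effect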
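Human LDH5 (2 nM) was incubated with 0.06 mM NADH and 0.2 mM pyruvate for 5 min at room temperature in Tris pH 7.4. Remaining NADH was coupled through diaphorase/resazurin, and resorufin fluorescence was read at 0 and 20 min.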
Pol eta inh: qHTS for Inhibitors of Polymerase Eta | Potency, µM (doses to about 114 µM), for the others: at the top dose activity change, negative = inhibition, hits mostly inhibitors | DNA polymerase eta (Homo sapiens), Q9Y253 | 1.2% of 390,000 active | recombinant Pol eta, fluorescent DNA replication assay; also: potency is read from the fitted curve at half-maximal effect; % is scaled to controls: 0 for no effect and ±100 for the full control effect
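Fluorescent replication assay: 50 nM final substrate added after a 15 min room-temperature compound preincubation with 10 nM enzyme. Signal taken at 0 min and again at 10 min.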
Pol beta inh: qHTS Assay for Inhibitors of DNA Polymerase Beta; P06746; Pol beta primer extension/strand displacement, fluorescence kinetic; Potency, µM (series often up to 114 µM), without a hit: at the top dose activity change, negative = inhibition, usual class: inhibitors; 1.3% of 340,000 active; also: potency is read from the fitted curve at half-maximal effect; % is scaled to controls: 0 for no effect and ±100 for the full control effect
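Kinetic readout of DNA synthesis with strand displacement by Pol beta. Compound and 10 nM enzyme sit 15 min at room temperature; 50 nM substrate starts the reaction, read immediately and at 10 min.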
Anesthetic bind: qHTS Assay for Identification of Novel General Anesthetics. Ferritin light chain (Equus caballus), P02791. apoferritin/1-aminoanthracene competitive binding, fluorescence. Potency, µM (titrated, usually from 77.5 µM), for the others: at the highest dose activity change, negative = displacement, usual class: inhibitors. 0.074% of 350,000 active; also: potency is read from the fitted curve at half-maximal effect; % is scaled to controls: 0 for no effect and ±100 for the full control effect; nearly all actives have a fitted effect of over 20% in size
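In PBS, apoferritin at 10 uM is loaded with 1-AMA from a 50% saturated solution. After 10 min of compound exposure at ambient temperature, reduced 535 nm fluorescence indicates probe displacement.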
Glioma ERSR ind: qHTS for Inducers of the Endoplasmic Reticulum Stress Response (ERSR) in Human Glioma: qHTS. 0.02% of 420,000 active. Potency, µM, without a hit: top-dose activation, usual class: activators. AID 602332, 2012. U87-MG GRP78 promoter luciferase reporter, 16 h; also: potency is read from the fitted curve at half-maximal effect; series mostly up to about 76 µM; % of control where 0% means no effect; nearly all actives have a fitted effect of over 35% in size
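Stably transfected U87-MG human glioma cells carrying a GRP78-based luminescent sensor were seeded at 1000 cells/well, pin-dosed with compounds and incubated 16 h. Luciferase reagent was then added, and end-point luminescence was read after 10 min at room temperature.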
* hit, by the source's call; ? = inconclusive; / = not tested or not shown; & = joins results of further samples; [ ] = another dose, or the depositor's remark. Unless noted, calls follow the shape of the dose curve; as a rule, active = well fitted curve in the direction sought with a large enough effect; inconclusive = small, poorly fitted or top-dose-only effect, or another doubt; inactive = no such curve, though single readings can be large; an effect the other way counts as inactive or inconclusive. A portion of the library; count on the stated rates, not on these rows.

Start of the listing, in advance:
SMILES	BLM helicase inh	Pol iota inh	Pol kappa inh	APE1 inh	LDHA inh	Pol eta inh	Pol beta inh	Anesthetic bind	Glioma ERSR ind
O=C1C2CC=CCC2C(=O)N1c1n[nH]c(Cc2ccccc2)n1 (stereo not given)	0%	11%	-7%	-5%	-1	-8%	-1%	6%	1%
CCOC(=O)/C=C1\CC(=O)Nc2nonc2N1	-2%	10%	-2%	-8%	2	-4%	1%	-4%	-3%
CC(C)(C)c1csc(NC(=O)c2cccs2)n1	-6%	2%	-8%	13%	-1	?	-7%	-6%	9%

All compounds of this part, from the start:
SMILES	BLM helicase inh	Pol iota inh	Pol kappa inh	APE1 inh	LDHA inh	Pol eta inh	Pol beta inh	Anesthetic bind	Glioma ERSR ind
O=C1C2CC=CCC2C(=O)N1c1n[nH]c(Cc2ccccc2)n1 (stereo not given)	0%	11%	-7%	-5%	-1	-8%	-1%	6%	1%
CCOC(=O)/C=C1\CC(=O)Nc2nonc2N1	-2%	10%	-2%	-8%	2	-4%	1%	-4%	-3%
CC(C)(C)c1csc(NC(=O)c2cccs2)n1	-6%	2%	-8%	13%	-1	?	-7%	-6%	9%
O=C(c1ccncc1)N1CCN(C2CCCCC2)CC1	-2%	66%[activator]	-15%	0%	-17	-2%	-2%	-5%	-7%
CCCn1c(=O)c(C(=O)Nc2c(C)n(C)n(-c3ccccc3)c2=O)c(O)c2ccccc21	-6%	96%[activator]	-4%	-6%	6	0%	6%	-10%	-9%
COc1cc2sc3ccc(C#Cc4ccccn4)cc3c(=O)c2cc1OC	/	?	-5%	/	1	-9%	/	/	-1%
Cc1cc(NC(=O)CSc2nnc3c(C)cc4cc5c(cc4n23)OCO5)no1	-1%	/	/	-1%	/	/	16%	-19%	/
Cc1ccccc1-c1ccc(/C=C2/SC(N3CCOCC3)=NC2=O)o1	-2%	-25%[58.9 µM]	-13%	-3%	3	-9%	-1%	-3%	-1%
COc1cc(NC(=O)c2ccccc2F)ccc1NC(=O)c1ccccc1Cl	0%	-30%	-19%	0%	-1	2%	-13%	-11%	1%
Cc1ccc(C(=O)NC2(C(F)(F)F)N=C(c3ccccc3)N(C3CCCCC3)C2=O)cc1 (stereo not given)	-9%	-15%	-2%	/	1	-20%	-1%	-6%	-2%
Cn1nccc1C(=O)OCC(=O)Nc1nc(-c2ccccc2)cs1	-11%	-17%	-5%	0%	2	-19%	19%	-24%	3%
COc1cc(CNCc2ccncc2)cc(OC)c1OC	5%	-12%	5%	-11%	3	-6%	12%	2%	-6%
Cn1c(NC(=O)C[n+]2cc(-c3ccccc3)n3c2CCC3)cc(=O)n(C)c1=O	-6%	-3%	-13%	-1%	-10	-23%	-1%	-4%	-4%
COc1cccc(-c2nc(SCC(=O)NCC3CCCO3)c(-c3ccc(C)cc3)[nH]2)c1 (stereo not given)	-3%	24%	0%	/	-4	-13%	1%	-5%	-1%
CN(C)C(=O)CSc1nc2ccccc2n1Cc1ccccc1	1%	7%	-2%	-1%	-3	-10%	31%	-6%	-3%
c1ccc(-c2cc(-c3ccccc3)on2)cc1	-4%	53%[activator]	-9%	1%	-3	-33%	-8%	-1%	-1%
CCCn1c2ccc(C)cc2c2nnc(SCCN3CCOCC3)nc21	5%	96%[activator]	1%	-3%	3	-15%	-4%	-9%	-3%
CC(C)Cn1c(/C=C/c2ccc(F)cc2)nc2ccccc21	-7%	27%	-9%	/	1	-15%	1%	-6%	0%
CCN(CC)C(=O)CN1C(=O)NC2(CCc3ccccc3C2)C1=O (stereo not given)	3%	-2%	0%	-2%	0	-10%	3%	-7%	-5%
CCOC(=O)C(NC(=O)c1ccccc1)=C(C)C	-6%	24%	-1%	7%	-3	-7%	33%	0%	-4%
CC(C)CC(=O)N1CCN(S(=O)(=O)c2ccc(Cl)cc2)CC1	-2%	63%[activator]	3%	3%	1	-18%	11%	-5%	0%
COC(=O)c1ccc(Cn2nnc3c(=O)[nH]c(C4CCCN(S(=O)(=O)c5cccc(Cl)c5)C4)nc32)cc1 (stereo not given)	0%&-8%	70%&27%[activator]	13%&-1%	39%	0&-6	-7%	13%&3%	-5%&-12%	0%
Cc1ccc(CNC(=O)c2cc(NS(=O)(=O)c3ccc(C)cc3)ccn2)cc1	0%	24%	-6%	/	-8	-15%	?	-15%	-3%
Cc1cc(=O)n2[nH]c(N)c(N=Nc3ccccc3F)c2n1	-6%	8%	0%	-4%	3	-29%	3%	-17%	-2%
CN(CC(=O)Nc1ccc(F)c(F)c1F)C(=O)c1ccc(-n2cncn2)c([N+](=O)[O-])c1	/	32%[activator]	-3%	33%	1	-16%	/	/	1%
Cc1coc2cc3oc(=O)c4c(c3cc12)CCC4	-2%	/	/	10%	/	/	-26%	-2%	/
COc1cccc(CC(=O)OCC(=O)NC2CCCC2)c1	/	18%	-4%	-6%	-1	0%	/	/	-2%
O=C(NCCCN1CCN(c2ccccc2F)CC1)C1CCCN(S(=O)(=O)c2cnc[nH]2)C1 (stereo not given)	2%	16%	-8%	-10%	-1	-7%	-3%	-1%	-4%
CC1CCCN(C(=O)CCNS(=O)(=O)c2ccc3c(c2)oc(=O)n3C)C1 (stereo not given)	-2%	57%[activator]	0%	12%	-13	-17%	40%	-6%	-2%
CC1Cc2ccccc2N1C(=O)CCn1c(=O)sc2ccccc21 (stereo not given)	-4%	19%	-2%	-2%	-3	4%	2%	-6%	3%
Cc1ccc2nc(CCl)[n+]([O-])c(-c3ccccc3)c2c1	-7%	-16%	-6%	13%	6	-10%	19%	-21%	-2%
O=C(Nc1ccc2c(c1)OCO2)c1ccccn1	/	12%	-13%	-12%	1	-4%	/	/	-7%
CCOc1ccccc1Nc1nc(N)nc(Cl)c1CC	/	17%	4%	/	-2	-16%	/	/	1%
COc1ccc(/C=C/N(CCc2ccc(OC)c(OC)c2)C(=O)C(F)(F)F)cc1	-4%[12.4 µM]	/	/	?	/	/	/	-23%[15.3 µM]	0%
COC(=O)c1c(NC(=O)CC2SC(N)=NC2=O)sc(C)c1C (stereo not given)	0%	17%	17%	2%	1	-10%	-11%	-4%	-4%
O=c1cc(CN2CCN(S(=O)(=O)c3ccccc3)CC2)nc2sccn12	0%	20%	-11%	-8%	1	-4%	0%	-5%	-1%
CCOC(=O)c1ccc(NC(=O)NNS(=O)(=O)c2cc(OC)ccc2OC)cc1	-3%	21%	-11%	30%	1	-9%	1%	-15%	-2%
O=C1C(c2ccccc2)SC(=Nc2ccccc2)N1S(=O)(=O)c1ccccc1 (stereo not given)	-4%	14%	-15%	-6%	-6	-5%	-2%	-5%	4%
Cc1noc2ncnc(N3CCCC3)c12	-3%	3%	11%	-5%	-1	-16%	10%	-6%	-4%
Cc1ccc(C(=O)Nc2ccc(S(=O)(=O)NC3=NCCCCC3)cc2)cc1S(=O)(=O)N1CCOCC1	/	-9%	-9%	-5%	-6	-10%	/	/	-1%
Cc1ccc(C)c(S(=O)(=O)N2CCN(C(=O)c3cc(S(=O)(=O)NCc4ccccc4)ccc3C)CC2)c1	-6%	2%	-3%	-2%	-7	-7%	1%	6%	1%
CCOc1ccc(-c2n[nH]c(C)c2-c2ccccc2OC)c(O)c1	-12%	-2%	-13%	0%	1	-18%	-9%	?	-5%
NS(=O)(=O)c1ccc(CNC(=O)c2scc3c2CCCC3)cc1	-3%	9%	6%	-2%	-1	-9%	-19%	-10%	-1%
COc1ccc(CSCCNC(=S)Nc2ccccc2)cc1Cl	-11%	27%	-2%	-1%	0	-17%	0%	-12%	-2%
CCCCOC(=O)c1ccc(NC(C)=O)cc1	-4%	-15%	-12%	0%	-6	-12%	16%	?	4%
Cc1cc(C(=O)CSc2nnc(N)s2)c(C)n1Cc1cccs1	-8%	0%	-12%	5%	-1	?	-14%	0%	-10%
O=C1CCCC2=C1C(c1ccc(Cl)cc1)C1C(=O)c3ccccc3C1=N2 (stereo not given)	-9%	14%	-11%	1%	0	-15%	6%	?	-5%
CC(=NNC(=O)Cn1ccc(C(F)(F)F)n1)c1ccc(-n2ccnc2)cc1	/	82%[activator]	-13%	9%	-11	-10%	/	/	-4%
Cc1nc2c3c(-c4ccccc4)c(-c4ccccc4)oc3ncn2n1	0%	/	/	-7%	/	/	2%	-8%	/
Cc1cc(C)cc(NC(=O)Cn2nnc(-c3ccccc3F)n2)c1	0%	-6%	0%[60.1 µM]	/	0	-19%	2%	6%	-5%
CCN(c1ccccc1)S(=O)(=O)c1nnc(NC(=O)COc2ccc(OC)cc2)s1	-16%	0%	-23%	/	1	-6%	10%	-11%	-4%
CCC(=O)c1ccc(OCC(=O)Nc2ccccc2N2CCOCC2)cc1	/	-6%	0%	3%	3	-18%	/	/	-1%
CC1(C)Cc2ccccc2C(NNC(=O)c2ccccn2)=N1	-9%	9%	-11%	10%	-1	-7%	2%	-14%	2%
O=C(O)c1cc2cc(Cc3cccnc3)ccc2o1	4%	0%[58.9 µM]	-2%[60.1 µM]	-2%&14%	/	-3%[57.1 µM]	7%[57.1 µM]	/	-7%&-4%
COc1ccc(-n2cnc3c(sc4nc(N5CCOCC5)c5c(c43)CCCC5)c2=O)cc1	0%	150%[activator]	-13%	15%	-6	-5%	39%[activator]	-6%	-6%
Cc1ccc(NC(=O)NC2OC(=O)c3ccccc32)cc1 (stereo not given)	/	55%[activator]	-6%	/	-6	-15%	/	/	-2%
COc1cc2c(cc1NC(=O)c1ccccc1C)n(C)c(=O)n2C	-1%	48%[activator]	-5%	/	4	-7%	9%	0%	-2%
